# Bioassay records as filed in PubChem.
# FUS yeast rescue: rescues growth of FUS-expressing yeast; S. cerevisiae FUS-expressing, growth rescue, OD600, 24 h; hit rate 0.24% among 390,000; Potency, µM (top dose mostly 76.6 µM), for the others: at the top dose growth rescue (activation), actives largely listed as activators; AID 1347120;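 also: plate controls were DMSO vehicle for no effect and reference control for full effect; nearly all actives have a fitted effect of over 55% in size; some results filed as inactive show a strong effect at the top dose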
#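 Yeast expressing FUS under galactose induction, OD 0.005 in 2% galactose medium; compounds in a dilution series, 24 h at 30C. Growth rescue by absorbance at 600 nm; CP55940 positive control, DMSO negative.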
# Abeta rescue: A-beta toxicity reversal in yeast | yeast expressing A-beta42, growth rescue, OD600, 48 h; response scale: 0% DMSO, 100% iron-clioquinol control | Potency, µM (top dose mostly 46.1 µM), inactives show at the top dose growth rescue, most hits filed as activators | hit rate 0.063% among 410,000 | AID 1347071; also: nearly all actives have a fitted effect of over 55% in size
#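 Yeast growth medium received pinned compounds, then yeast cells expressing toxic A-beta were added; plates incubated at 30 C for 48 hr. Growth read as absorbance at 600 nm, normalized to DMSO and equimolar FeCl3 plus clioquinol controls.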
# Active calls of the source: *; ? = inconclusive; [ ] = another dose, or the depositor's remark. Calls follow the shape of the dose curve; as a rule, active = well fitted activation curve with a large enough effect; inconclusive = small, poorly fitted or top-dose-only effect; inactive = no such curve, though single readings can be large or run the other way. Potency is read from the fitted curve at half-maximal effect.
SMILES,FUS yeast rescue,Abeta rescue
Cc1ccc(NC(=O)CN2C(=O)CCc3cc(S(=O)(=O)N4CCCCC4)ccc32)cc1C,?,-14%
CN(C)c1ccc(CNC(=O)C2CCN(c3nnc(-n4cccc4)s3)CC2)cc1,10%,-3%
Cc1ccc(Nc2nc(N)nc(N)c2S(=O)(=O)c2ccccc2)cc1,18%,-8%
Cc1c(CC(=O)NCCc2ccc(Cl)cc2)c(=O)oc2c(C)c3occ(C(C)(C)C)c3cc12,-24%,-23%
Cc1ccc(Nc2ccc(N3CCN(C(=O)c4ccc([N+](=O)[O-])cc4)CC3)nn2)cc1,-5%,-16%
COc1cccc(CNC(=O)c2nn(C)c3c2CS(=O)(=O)c2ccccc2-3)c1,26%,10%
COc1ccc(NC(=O)c2c(-c3ccc(C)cc3)nnc3ccccc23)cc1OC,9%,4%
COc1ccc(NC(=O)C2(c3cccs3)CCOCC2)cc1Cl,20%,-20%
Cc1cccc(N2CCN(C(=O)CCc3c(C)nc4ncnn4c3C)CC2)c1C,1%,-11%
COc1cc(NC(=O)NCCc2c(C)nn(C)c2C)cc(OC)c1OC,3%,-9%
CC(C)(C)OC(=O)N1CCC(c2c(C(=O)N3CCN(C(=O)c4ccco4)CC3)cnn2-c2cccc(F)c2)CC1,9%,-10%
Cc1ccc(NC(=O)C(=O)NCc2ccco2)cc1,3%,-5%
COc1ccc(CNC(=O)c2ccc(N3CCCC3)c(NC(=O)NCc3ccc(F)cc3)c2)cc1,?,5%
CC(C)c1ccc(NC(=O)C2CCC(CNS(=O)(=O)c3ccc4c(c3)CCCC(=O)N4)CC2)cc1 (centres undefined),5%,-5%
CC(=O)c1cc(-c2ccccc2)n(CCC(=O)NCc2ccc(C)cc2)c1C,5%,-21%
CCCOc1ccc(C(=O)N2CCC(c3nc4ccccc4s3)CC2)cc1,?,-4%
CCOc1ccc2oc(=O)cc(CN3CCN(c4ccccc4OC)CC3)c2c1,-8%,21%
O=C1CS(=O)(=O)C2(C(=O)N(Cc3cccc(F)c3)c3ccccc32)N1c1ccccc1 (centres undefined),10%,-4%
Cc1cc(=O)n(Cc2cccc(F)c2)c2c1c(C)nn2-c1cccc(F)c1,-3%,-17%
CC(=O)N1CCc2cc(Br)cc(S(=O)(=O)CCC(=O)N3CCN(c4cccc(C)c4C)CC3)c21,-16%,-2%
COc1ccc(OCC(=O)Nc2ccc3c(c2)nc(CCNC(=O)c2ccco2)n3C)cc1,-10%,-5%
O=C(CSc1nc2c([nH]c3ccccc32)c(=O)n1-c1ccc(F)cc1)NCc1ccc(F)cc1,-10%,-5%
Cc1cc(C)cc(NC(=O)CCc2nnc3n(C)c(=O)c4sccc4n23)c1,1%,-21%
Cc1cccc2nc(Cn3c(=O)n(-c4ccccc4)c(=O)c4c5c(sc43)CCC5)cc(=O)n12,-22%,12%
O=C(NCC1CCN(Cc2cccc(Cl)c2)CC1)c1cc2ccc3cccnc3c2[nH]1,-19%,-7%
CCCCc1nn2c(=O)cc(COC(=O)c3ccccc3C)nc2s1,8%,-22%
CCCN1CCN(c2ncnc3sc(C(=O)Nc4cccc(Cl)c4C)c(C)c23)CC1,17%,-16%
Cc1c(C(=O)Nc2cccc(Cl)c2)oc2ccc(S(=O)(=O)N(C)C3CCCCC3)cc12,22%,11%
CCS(=O)(=O)N1CCc2cc(C(=O)NCc3ccccc3OC)ccc21,24%,-3%
Cc1cccc(OCC(=O)Nc2ccccc2C(=O)OCc2cc(=O)n3nc(C)sc3n2)c1,2%,6%
O=C(NCCc1ccc(Cl)cc1)c1ccc(Nc2nc3ccccc3n3nnnc23)cc1,7%,0%
O=C(Nc1ccc2nc(SCC(=O)N3CCCc4ccccc43)sc2c1)c1ccccc1F,15%,-10%
Cc1ccccc1NC(=O)c1c(NC(=O)c2ccncc2)sc2c1CCC(C(C)(C)C)C2 (centres undefined),-2%,-10%
COc1ccc(-c2noc(COc3ccc(C)cc3C)n2)cc1OC,8%,5%
COc1ccc(C(=O)NCC(c2cccnc2)N2CCN(c3ccccc3OC)CC2)cc1 (centres undefined),-5%,-8%
Cc1ccccc1CNC(=O)c1ccc(Cn2c(SCc3ccccc3)nc3cccnc32)cc1,12%,-15%
Cn1ncc(C(=O)N2CCN(c3ccccc3)CC2)c1C1CCN(C(=O)OC(C)(C)C)CC1,23%,5%
CC1CCN(c2nn3c(=O)c(C(=O)NCCc4ccccc4)cnc3s2)CC1,4%,-9%
COc1ccc(Cl)cc1NC(=O)CSc1nnc(C)n2c1cc1sccc12,-6%,-9%
Cc1ccc2c(c1)N(C(=O)NCc1ccccc1)CCO2,2%,-15%

# Some of the entries above, reformatted:
# Every second line gives: FUS yeast rescue | Abeta rescue
CC(=O)N1CCc2cc(Br)cc(S(=O)(=O)CCC(=O)N3CCN(c4cccc(C)c4C)CC3)c21
 : -16% | -2%
COc1ccc(OCC(=O)Nc2ccc3c(c2)nc(CCNC(=O)c2ccco2)n3C)cc1
 : -10% | -5%
O=C(CSc1nc2c([nH]c3ccccc32)c(=O)n1-c1ccc(F)cc1)NCc1ccc(F)cc1
 : -10% | -5%
Cc1cc(C)cc(NC(=O)CCc2nnc3n(C)c(=O)c4sccc4n23)c1
 : 1% | -21%
Cc1cccc2nc(Cn3c(=O)n(-c4ccccc4)c(=O)c4c5c(sc43)CCC5)cc(=O)n12
 : -22% | 12%
O=C(NCC1CCN(Cc2cccc(Cl)c2)CC1)c1cc2ccc3cccnc3c2[nH]1
 : -19% | -7%
CCCCc1nn2c(=O)cc(COC(=O)c3ccccc3C)nc2s1
 : 8% | -22%
CCCN1CCN(c2ncnc3sc(C(=O)Nc4cccc(Cl)c4C)c(C)c23)CC1
 : 17% | -16%
Cc1c(C(=O)Nc2cccc(Cl)c2)oc2ccc(S(=O)(=O)N(C)C3CCCCC3)cc12
 : 22% | 11%
CCS(=O)(=O)N1CCc2cc(C(=O)NCc3ccccc3OC)ccc21
 : 24% | -3%
Cc1cccc(OCC(=O)Nc2ccccc2C(=O)OCc2cc(=O)n3nc(C)sc3n2)c1
 : 2% | 6%
O=C(NCCc1ccc(Cl)cc1)c1ccc(Nc2nc3ccccc3n3nnnc23)cc1
 : 7% | 0%
O=C(Nc1ccc2nc(SCC(=O)N3CCCc4ccccc43)sc2c1)c1ccccc1F
 : 15% | -10%
Cc1ccccc1NC(=O)c1c(NC(=O)c2ccncc2)sc2c1CCC(C(C)(C)C)C2 (centres undefined)
 : -2% | -10%
COc1ccc(-c2noc(COc3ccc(C)cc3C)n2)cc1OC
 : 8% | 5%
COc1ccc(C(=O)NCC(c2cccnc2)N2CCN(c3ccccc3OC)CC2)cc1 (centres undefined)
 : -5% | -8%
Cc1ccccc1CNC(=O)c1ccc(Cn2c(SCc3ccccc3)nc3cccnc32)cc1
 : 12% | -15%
Cn1ncc(C(=O)N2CCN(c3ccccc3)CC2)c1C1CCN(C(=O)OC(C)(C)C)CC1
 : 23% | 5%
CC1CCN(c2nn3c(=O)c(C(=O)NCCc4ccccc4)cnc3s2)CC1
 : 4% | -9%
COc1ccc(Cl)cc1NC(=O)CSc1nnc(C)n2c1cc1sccc12
 : -6% | -9%
Cc1ccc2c(c1)N(C(=O)NCc1ccccc1)CCO2
 : 2% | -15%

# Entries of single compounds as entered above:
# Results for CC(=O)N1CCc2cc(Br)cc(S(=O)(=O)CCC(=O)N3CCN(c4cccc(C)c4C)CC3)c21 = FUS yeast rescue: -16%; Abeta rescue: -2%
# Results for Cc1cc(C)cc(NC(=O)CCc2nnc3n(C)c(=O)c4sccc4n23)c1 = FUS yeast rescue: 1%; Abeta rescue: -21%

# Other results:
SMILES,FUS yeast rescue,Abeta rescue
COc1ccccc1CNC(=O)CCc1c(C)c2cc3c(C)coc3cc2oc1=O,-6%,-4%
Cc1ccc(-n2nc3ccc(NC(=O)c4oc5ccc(C)cc5c4C)cc3n2)cc1,-15%,-9%
COc1ccccc1CNC(=O)c1cc2cc(S(=O)(=O)N3CCCCC3)ccc2n1C,-1%,1%
COC(=O)c1ccc(OCC(O)Cn2cnc3cc(C)c(C)cc32)cc1 (centres undefined),-8%,-9%
COc1ccc(OC)c(NC(=O)C(C)n2c(=O)c(-c3ccccc3NC(C)=O)nc3ccccc32)c1 (centres undefined),44%,0%
COc1ccccc1N1CCN(C(=O)c2oc3ccccc3c2N)CC1,30%,0%
Cc1cccc(N2CCN(C(=O)c3ccc4c(c3)N(Cc3ccccc3)C(=O)c3ccccc3S4(=O)=O)CC2C)c1 (centres undefined),26%,21%
O=C(CSc1oc(-c2ccco2)nc1S(=O)(=O)c1ccc(Cl)cc1)Nc1ccc(F)cc1,9%,-6%
Cc1cc(C)n(-c2nc3ccccc3nc2Nc2cc(C(=O)O)ccc2C)n1,13%,6%
CCOc1ccc(C(=O)OCc2cc(=O)n3nc(C4CCCCC4)sc3n2)cc1,7%,-8%
CCc1ccc(NC(=O)C(CC)n2nnc(C(=O)OC)c2C(=O)OC)cc1 (centres undefined),3%,9%
COc1ccccc1-c1nc2c3c(-c4ccccc4)c(-c4ccccc4)oc3ncn2n1,9%,-8%
COc1ccc(-n2nc3c(c2NC(=O)C(=O)N2CCN(C)CC2)CSC3)cc1,-4%,5%
CCCCCOc1ccc(NC(=O)Cn2c(-c3cncs3)nc3ccccc32)cc1,18%,4%
COc1ccccc1CNC(=O)C1CCN(c2nnc(C)c3c(C)n(-c4ccccc4)nc23)CC1,-7%,4%
COc1ccc(C)cc1NC(=O)CSc1nc(=O)n(Cc2ccco2)c2c1CCC2,?,-17%
CCc1cccc(CC)c1NC(=O)CN(C)S(=O)(=O)c1ccc2c(c1)n(C)c(=O)c(=O)n2C,22%,2%
Cc1ccc(C)c(-c2[nH]c3c(c2-c2c(-n4cccc4)n(C)c(=O)n(C)c2=O)c(=O)n(C)c(=O)n3C)c1,37%,-5%
COc1cccc(CNC(=O)CSC2=Nc3ccccc3N=C(c3ccc(F)cc3)C2)c1,17%,-12%
COCCCNC(=O)C(C)n1c2ccccc2c2cnn(C)c(=O)c21 (centres undefined),1%,-12%
CCOc1cc(C2C(C(=O)OC)=C(C)NC3=C2C(=O)c2ccccc23)ccc1O (centres undefined),-4%,-20%
COc1cccc(Nc2nnc(-c3cc4ccc(O)cc4oc3=O)s2)c1,-8%,-13%
CCOC(=O)c1ccccc1NC(=O)CN(c1ccccc1)S(=O)(=O)c1ccc(OCC)cc1,-12%,-3%
Cc1cccc(C(c2sc3nc(-c4ccco4)nn3c2O)N2CCN(Cc3ccccc3)CC2)c1 (centres undefined),21%,-15%
COc1ccccc1N1CCN(C(=O)C2CCN(S(=O)(=O)c3c(C)noc3/C=C/c3ccc(C)cc3)CC2)CC1,?,-2%
COc1ccc(C2=Nc3ccc(C)cc3NC(c3ccc(Cl)cc3)=N2)cc1,4%,-15%
CCC(=O)N1CCCc2cc(S(=O)(=O)N3CCC(C(=O)NCc4ccc(F)cc4)CC3)ccc21,11%,-7%
CCOC(=O)c1ccccc1NC(=O)N1CCCn2nc(C)cc21,7%,13%
Cc1ccc(S(=O)(=O)Nc2cc3c(cc2N2CCOCC2)n(C)c(=O)n3C)c(C)c1,0%,19%
COc1ccc(Cl)cc1NC(=O)[C@H]1O[C@@H]2OC(C)(C)O[C@@H]2[C@H]2OC(C)(C)O[C@H]21,-25%,-2%
CCOC(=O)CC(NC(=O)c1cc2c(=O)n3cccc(C)c3nc2s1)c1ccc(OCC)c(OC)c1 (centres undefined),-6%,-11%
CCOC(=O)Cc1ccc(NC(=O)N2CCOc3ccc(C)cc32)cc1,-8%,0%
Cc1ccc(CNc2nc(-c3ccco3)nn2C(=O)c2ccccc2[N+](=O)[O-])cc1,14%,-2%
COc1ccc2nc(N(Cc3cccnc3)C(=O)C3CCCCC3)sc2c1,25%,-71%[inhibitor]
Cc1cc(C)c(NC(=O)Cn2nnc3sc4c(c3c2=O)CCC(C(C)(C)C)C4)c(C)c1 (centres undefined),-7%,1%
COC(=O)c1ccc(CSc2nc3ccncc3n2Cc2ccc(F)cc2)cc1,-11%,-14%
CCOCCn1cnc2sc(C(=O)Nc3ccccc3C(=O)OC)c(C)c2c1=O,19%,-2%
CCCCC(=O)NC1(C(F)(F)F)C(=O)Nc2c1c(=O)[nH]c(=O)n2-c1ccc(C)c(C)c1 (centres undefined),1%,-16%
Cc1ccc(Cl)cc1NC(=O)CCCn1c(=O)c2cccn2c2cccnc21,-5%,-3%

# A portion of the library, so the mix of outcomes need not match the whole.
